Compound activity deposited in PubChem by Sanford-Burnham Center for Chemical Genomics.
EBI2 antag: antagonists of human EBI2 receptor; P32249; EBI2 beta-arrestin recruitment, luminescence, 7a,25-OHC stimulated; inhibition, % at 5 µM; actives 0.81% (n = 360,000); AID 651636; in the data active means inhibition above about 38%;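 further: enzyme fragment complementation signal reports receptor beta-arrestin coupling in cells; 0% = agonist plus DMSO wells and 100% = wells without agonist; some results beyond the cut were filed as inactive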
Target sequence (P32249 whole entry, looked up, the tested form may be a part): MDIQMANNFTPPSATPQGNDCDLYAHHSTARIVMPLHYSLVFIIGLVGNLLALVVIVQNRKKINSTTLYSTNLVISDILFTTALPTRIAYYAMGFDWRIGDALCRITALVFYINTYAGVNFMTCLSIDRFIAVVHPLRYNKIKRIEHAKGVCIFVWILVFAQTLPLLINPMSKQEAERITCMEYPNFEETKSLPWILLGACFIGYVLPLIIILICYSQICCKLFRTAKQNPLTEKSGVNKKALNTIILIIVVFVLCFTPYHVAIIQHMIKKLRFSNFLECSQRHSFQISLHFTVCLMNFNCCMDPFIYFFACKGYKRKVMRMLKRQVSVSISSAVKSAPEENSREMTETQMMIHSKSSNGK
CXCR6 block: inhibitors of human CXCR6 receptor; CHO-K1 PathHunter CXCR6 beta-arrestin, luminescence; inhibition, % at 20 µM; actives 0.36% (n = 360,000); AID 602244; in the data active means inhibition above about 34%, passing the limit was not always enough;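 further: antagonist mode with CXCL16 agonist at 10 nM final; 0% = 10 nM CXCL16 with DMSO and 100% = unstimulated wells without agonist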
Target sequence (O00574 whole entry, looked up): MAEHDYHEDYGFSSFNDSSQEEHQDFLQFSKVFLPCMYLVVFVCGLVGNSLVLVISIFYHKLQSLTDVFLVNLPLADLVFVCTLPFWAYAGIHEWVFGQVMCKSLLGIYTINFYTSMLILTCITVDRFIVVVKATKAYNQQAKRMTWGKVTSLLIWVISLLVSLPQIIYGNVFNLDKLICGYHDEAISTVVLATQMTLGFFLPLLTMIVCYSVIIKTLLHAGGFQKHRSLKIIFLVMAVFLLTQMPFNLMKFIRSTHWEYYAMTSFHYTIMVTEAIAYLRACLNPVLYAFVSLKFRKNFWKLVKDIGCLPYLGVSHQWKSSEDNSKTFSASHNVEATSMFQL
MPTP block: permeability transition pore inhibition; actives 1.4% (n = 360,000); inhibition, % at 10 µM; AID 602449; isolated mouse mitochondria, Ca2+ swelling absorbance, 30 min;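 active means inhibition of 50% or more, scaled per plate between neutral and stimulator controls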;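 further: 0% = DMSO wells given calcium and 100% = 1 mM EGTA wells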
Active calls of the source: *.

| Structure | MPTP block | CXCR6 block | EBI2 antag |
| --- | --- | --- | --- |
| CC(C)(C)S(=O)N1Cc2cc(C(=O)N3CCOCC3)nc(-c3cccc(Br)c3)c2[C@@H]1CCO (stereo partly drawn) | 0.5 | -12 | -10 |
| COc1cc(CN2C(=O)C(Cc3ccccc3)ON=C2c2ncccc2C)cc(OC)c1 (stereo not drawn) | -0.2 | 2 | 6 |
| C[C@H]1CNC(=O)c2c(C(=O)NC3CCN(C(=O)OC(C)(C)C)CC3)ncn21 | 0.3 | -4 | 0 |
| CCn1c(SCC(=O)NCCc2ccc(OC)c(OC)c2)nc2c([nH]c3ccccc32)c1=O | 1.3 | 15 | 4 |
| O=S(=O)(NC1CCc2ccccc21)c1ccccc1 (stereo not drawn) | 1.1 | -7 | 1 |
| CC(=O)NCCNC(=O)C1Cc2c(-c3ccccc3)ccnc2O1 (stereo not drawn) | 1.2 | -2 | -5 |
| C[C@@H]1CN([C@@H](C)CO)C(=O)CCCn2nncc2CO[C@H]1CN(C)S(=O)(=O)c1ccc(Oc2ccccc2)nc1 | -0.7 | -9 | 4 |
| CCNC(=O)C1CCCN(C(=O)c2cccs2)CC1 (stereo not drawn) | -0.4 | 1 | -5 |
| O=C(NCc1nnnn1-c1ccc(F)cc1)c1ccc2ccccc2c1 | 0.1 | -2 | -7 |
| CNC(=O)C[C@H]1C(=O)N(c2ccccc2)C[C@@H]1Cc1ccccc1 | 0.4 | -2 | 1 |
| COc1cccc(CN2CCC2(C)C(=O)Nc2cccc(Oc3ccccc3)c2)c1F (stereo not drawn) | 2.0 | 6 | 21 |
| COc1cccc(-c2ccc(C3=CC(=O)CC(C)(C)C3=O)cc2)c1OC | -1.2 | 0 | 15 |
| COc1ccc(S(=O)(=O)NCc2cccnc2)c(Cl)c1Cl | 2.3 | 0 | -9 |
| COCCNC(=O)C1CCCN(C(=O)Cc2ccc(F)cc2)CC1 (stereo not drawn) | 0.1 | -9 | -15 |
| O=C(c1cc(C2CC2)nn1-c1ccccc1)N1CCN(S(=O)(=O)c2ccccc2F)CC1 | 0.9 | 1 | -2 |
| NS(=O)(=O)c1ccc(NCc2cnc3ccccc3n2)cc1 | -2.1 | 2 | 7 |
| CCOC(=O)C1=CC[C@@H](c2ccccc2)N(S(=O)(=O)c2ccc(C)cc2)[C@H]1C | 1.5 | -2 | 7 |
| C1CCC(NC2=NCCO2)CC1 | 0.3 | -5 | 2 |
| Cc1cccc(OCCC(=O)OCC(=O)N2c3ccccc3NC(=O)C2(C)C)c1 | -0.7 | -17 | 8 |
| O=C1c2ccccc2C(c2nnnn2-c2ccc3c(c2)OCCO3)N1Cc1ccccc1 (stereo not drawn) | 0.8 | 1 | 3 |

The final 5 records of the section before lead into the next:
| Structure | MPTP block | CXCR6 block | EBI2 antag |
| --- | --- | --- | --- |
| NS(=O)(=O)c1ccc(NCc2cnc3ccccc3n2)cc1 | -2.1 | 2 | 7 |
| CCOC(=O)C1=CC[C@@H](c2ccccc2)N(S(=O)(=O)c2ccc(C)cc2)[C@H]1C | 1.5 | -2 | 7 |
| C1CCC(NC2=NCCO2)CC1 | 0.3 | -5 | 2 |
| Cc1cccc(OCCC(=O)OCC(=O)N2c3ccccc3NC(=O)C2(C)C)c1 | -0.7 | -17 | 8 |
| O=C1c2ccccc2C(c2nnnn2-c2ccc3c(c2)OCCO3)N1Cc1ccccc1 (stereo not drawn) | 0.8 | 1 | 3 |
| O=C1NC[C@H](CCCCN2C[C@H](Cc3ccccc3)N(CCc3ccccc3)C(=O)C2=O)N(CCc2ccc(O)cc2)C1=O | -1.5 | 0 | -1 |
| CNC(=O)C1Cc2c(-c3ccc(Cl)cc3)ccnc2O1 (stereo not drawn) | 1.1 | -7 | -1 |
| CCOCCC(=O)Nc1ccc2c(c1)c(=O)n(C)n2C/C=C/c1ccccc1 | 0.8 | -5 | -5 |
| O=C(Nc1c(-c2ccc(Cl)cc2)[nH][nH]c1=O)c1ccccn1 | -0.2 | 1 | 3 |
| CC1(C(=O)NS(=O)(=O)c2cccc(Cl)c2)CCN1C(=O)CCc1ccc(Cl)cc1Cl (stereo not drawn) | 1.5 | 1 | -2 |
| COc1ccccc1N1CCN(c2ccc3c(c2)S(=O)(=O)c2cccc(C(=O)NCc4ccc(F)cc4)c2C3=O)CC1 | -0.8 | 4 | -6 |
| CC(C)c1cccc(C(C)C)c1NC(=O)OC1CCCCC1 | 0.2 | 4 | -7 |
| CC1(C(=O)N2Cc3ccccc3C2)CCN1C(=O)Cc1ccccc1 (stereo not drawn) | -1.5 | 2 | 1 |
| O=C1C2C3C=CC(CC3)C2S(=O)(=O)C2C3C=CC(CC3)C12 (stereo not drawn) | 0.4 | 1 | -16 |
| CCOC1=C2[C@H]([C@H]3C(=O)N(c4ccccc4)C(=O)[C@H]3C1)[C@@H](c1ccccc1)N(S(=O)(=O)c1ccc(C)cc1)[C@H]2c1ccccc1 | -1.7 | 2 | -11 |
| CCC(CC)C(=O)N(C)c1c(C)nc2c(OCc3ccc(C(F)(F)F)cc3)cccn12 | 2.0 | 14 | 14 |
| CC1(Oc2ccc(Cl)cc2)CCN(Cc2csc3ccccc23)C1 (stereo not drawn) | -1.5 | -3 | -1 |
| Cc1noc(C)c1NC(=O)N(C)C[C@H]1OCCCC[C@@H](C)Oc2ccc(NC(=O)c3ccccc3)cc2C(=O)N([C@H](C)CO)C[C@@H]1C | -0.2 | -4 | -14 |
| CCN(CC)CCSC(=O)C(c1ccccc1)c1ccccc1 | 65* | 14 | -2 |
| COCc1cccc(-c2csc(C(O)c3ccccc3)n2)c1 (stereo not drawn) | 0.2 | -6 | -7 |
| CCc1ccc(C(O)c2ncc(-c3cccc(C)c3)[nH]2)cc1 (stereo not drawn) | 0.5 | -1 | -4 |
| C#CCNC(=O)C[C@@H]1C[C@@]2(C(=O)OC)CCCCC=C2N(Cc2cccc3ccccc23)C1=O | 0.1 | -1 | 3 |
| COC(=O)[C@]12CCCCC=C1N(Cc1ccccc1)C(=O)[C@H](CC(=O)NCc1cccc3ccccc13)C2 | -0.5 | 8 | 15 |
| COC(=O)CCC(C)C1CCC2C3C(OC(C)=O)CC4CC(O)CCC4(C)C3CC(O)C12C (stereo not drawn) | 0.3 | 3 | -1 |
| Cc1ccc(S(=O)(=O)N(C)C[C@H]2Oc3cc(Br)ccc3S(=O)(=O)N([C@H](C)CO)C[C@@H]2C)cc1 | -1.1 | -12 | -5 |
| CC1Cc2[nH][nH]c(=O)c2C(C2CC2)O1 (stereo not drawn) | -2.2 | -11 | -19 |
| O=C(Nc1ccc(F)c(Cl)c1)C1Cc2c(-c3ccco3)ccnc2O1 (stereo not drawn) | 1.6 | -6 | -65 |
| CN(C)CCCNc1nc2cc(-c3ccn[nH]3)sc2c(=O)n1C | -0.6 | 1 | -7 |
| COc1cccc(-c2cc(C(=O)O)c3cc4ccccc4cc3n2)c1OC | 0.5 | 1 | -11 |
| O=C(Nc1ccccc1)c1cc(C2CCCCN2C(=O)c2ccccc2)on1 (stereo not drawn) | -2.1 | 6 | -4 |
| O=C(c1cnc(Cc2c[nH]c3ccccc23)c(I)c1)N1CCN(Cc2ccccc2)CC1 | -0.6 | 4 | 15 |
| CCN1C(=O)[C@@H]2[C@@H]3CN(S(=O)(=O)c4ccccc4C)[C@@H](c4ccc(Cl)cc4)[C@@H]3C(=O)C[C@@H]2C1=O | -0.6 | 1 | -8 |
| CC(C)CC1C(=O)N(Cc2cn(Cc3ccco3)nn2)CCS(=O)(=O)N1Cc1ccc(-c2ccc(Cl)cc2)cc1 (stereo not drawn) | -2.5 | -7 | 19 |
| Cc1ccc([C@H]2C[C@@H](O)[C@H](n3cc(COC(=O)c4ccccc4)nn3)CN2C(=O)c2cccs2)cc1 | -1.1 | 5 | 5 |
| CC(C)CNc1ncnc2c1ncn2[C@H]1CN(CCN2CCOCC2)C[C@@H](CO)O1 | -2.4 | 9 | -6 |
| CCOC(=O)c1c(C)[nH]c(C(=O)OCc2nc3ccsc3c(=O)[nH]2)c1C | -0.9 | -13 | -2 |
| CCOc1cccc(-c2cnc3cccnn23)c1 | 0.1 | 1 | -3 |
| COc1ccc(CCC(=O)Nc2ccc(S(=O)(=O)N3CCOCC3)cc2)cc1OC | 0.5 | -5 | -14 |
| COCOCCn1cc(CN2CCS(=O)(=O)N(Cc3ccc(-c4ccc(C)cc4)cc3)C(CC(C)C)C2=O)nn1 (stereo not drawn) | -1.3 | -9 | 2 |
| COCCNC(=O)C1(C)CCN(C(=O)c2ccc3ccccc3n2)C1 (stereo not drawn) | -0.6 | -2 | 5 |
| CCCCCCC(=O)Oc1cccc(C2=CC(=O)CC(C)(C)C2=O)c1 | -2.0 | -4 | -6 |
| CCOC(=O)C1(C)CCCN1C(=O)c1ccc(C)cc1 (stereo not drawn) | 0.0 | 3 | -8 |
| O=C(CN1CCN(C(=O)c2ccc(-c3nc4ccccc4s3)o2)CC1)Nc1cccc(F)c1 | 4.2 | -2 | -15 |
| Cc1ccc(S(=O)(=O)N2CCOCC2)cc1NC(=O)COC(=O)COc1ccc(C#N)cc1 | 0.2 | 8 | -5 |
| Cc1cc(Br)cn2c(Cc3ccccc3C(F)(F)F)c(-c3cccc(Br)c3)nc12 | 3.7 | 2 | 12 |
| CCc1ncc(C(O)c2ccc(Cl)cc2)n1Cc1ccccc1 (stereo not drawn) | 1.0 | -5 | 0 |
| COc1ccccc1NC(=O)N(C)C[C@@H]1OCc2cnnn2CCCC(=O)N([C@@H](C)CO)C[C@@H]1C | 0.1 | 5 | -13 |
| CCCCc1ccc(S(=O)(=O)NC(=O)C2(C)CCN2C(=O)Cc2ccccc2)cc1 (stereo not drawn) | 0.2 | -2 | -1 |
| COc1ccc([C@H]2N[C@]3(CCCN(Cc4ccco4)C3=O)[C@H]3C(=O)N(Cc4ccccc4)C(=O)[C@@H]23)cc1 | 0.3 | 3 | -4 |
| CCN(CC)S(=O)(=O)c1ccc(C(=O)NC(=S)N2CCCCC2C)cc1 (stereo not drawn) | 0.1 | 11 | 4 |
| COC(=O)[C@@]1(Sc2ccc(C)cc2)CC(=O)N[C@@H]1c1ccccc1 | 0.3 | -8 | 1 |
| CC(=O)N1c2ccc(S(=O)(=O)N3CCCC(C(=O)Nc4ccc(C)cc4)C3)cc2CC1C (stereo not drawn) | 0.2 | 0 | -8 |
| C[C@@H]1CN([C@H](C)CO)S(=O)(=O)c2ccc(C#Cc3ccccc3)cc2O[C@H]1CN(C)C(=O)Nc1ccc2c(c1)OCO2 | -0.3 | 4 | 33 |
| O=S1(=O)C=C[C@@H](COCc2ccccc2)N1Cc1ccc(Br)cc1 | 0.5 | 2 | -6 |
| COc1cccc(COC(=O)CSCC(=O)Nc2ccc(C)cc2)c1OC | 0.1 | 0 | -4 |
| CC(=O)c1cccc(-c2ccnc3c2CC(C(=O)NCc2ccco2)O3)c1 (stereo not drawn) | 0.5 | -5 | -11 |
| Cc1ccccc1S(=O)(=O)NC(=O)C1(C)CCN1C(=O)C/C=C/c1ccccc1 (stereo not drawn) | -0.9 | 3 | 3 |
| COc1ccc(NS(=O)(=O)c2cccc(C(=O)N3CCN(C/C=C/c4ccccc4)CC3)c2)cc1 | 0.7 | 3 | 3 |
| COCCCN1C(=O)C(CC(=O)NCC2CCCCC2)CC(C(=O)N2CCOCC2)=C1C (stereo not drawn) | 0.1 | 2 | -3 |
| COc1ccc(CC(=O)Nc2cc(F)ccc2F)cc1S(=O)(=O)N1CCOCC1 | -0.2 | 7 | -23 |
| COc1cc(Cn2c3ccc(NC(=S)NCc4ccc(C)cc4)cc3c(=O)n2C)ccc1F | 3.5 | -17 | 0 |
| COCCNC(=O)C1CCCN(Cc2ccccc2F)CC1 (stereo not drawn) | 0.3 | -3 | -6 |
| Cc1cccnc1NC(=O)c1ccc(S(=O)(=O)N2CCCC2)cc1 | -0.2 | 1 | -4 |
| N#Cc1cccc(-c2csc(C(O)(c3ccccc3)C(F)(F)F)n2)c1 (stereo not drawn) | -0.7 | 0 | 37 |
| Cc1nc2c(OCc3cccc(Cl)c3)cccn2c1N(C)Cc1cccs1 | 71* | 13 | 22 |

Later entries.
| Structure | MPTP block | CXCR6 block | EBI2 antag |
| --- | --- | --- | --- |
| CC(=O)Nc1cccc(-c2ccnc3c2CC(C(=O)NCc2cccnc2)O3)c1 (stereo not drawn) | 1.3 | 1 | -4 |
| COc1ccc(C(O)c2nc(-c3cc4ccccc4o3)cs2)cc1 (stereo not drawn) | 5.0 | -13 | 0 |
| CCc1nc2c(OCc3c(C)noc3C)cccn2c1N(C)C(=O)C(C)C | 1.4 | -2 | 1 |
| COc1ccc(CN2C(=O)C(CC(=O)NCCc3ccccn3)CC(C(=O)N(C(C)C)C(C)C)=C2C)cc1 (stereo not drawn) | -1.1 | -2 | 1 |
| O=C(NCc1ccccc1)c1cc(C2CCCCN2C(=O)c2cccs2)on1 (stereo not drawn) | -2.0 | 8 | -11 |
| COc1cccc(OC2(C)CCN(Cc3ccc(-c4ccccn4)cc3)C2)c1 (stereo not drawn) | -0.2 | 4 | -5 |
| C=CCN1c2ccccc2Sc2cnccc21 | 1.8 | -5 | 3 |
| COc1cccc(-c2cnc(C(O)c3ccccc3)[nH]2)c1 (stereo not drawn) | -0.2 | 2 | 1 |
| OCCC#Cc1ccc(N2C(c3ccsc3)=Cc3ccc(F)cc3C2c2c[nH]c3ccccc23)cc1 (stereo not drawn) | 0.8 | -3 | 11 |
| Cn1c(=O)c2cc(NC(=S)NCc3ccccc3F)ccc2n1Cc1ccccc1 | 3.3 | -8 | -8 |
| O=C(CCN1C(=O)NC2(CCCC2)C1=O)Nc1ccc(Sc2ccc(Br)cc2)cc1 | 1.2 | -15 | 4 |

Not all compounds are listed, so the mix of outcomes need not match the whole.
